H9c2 TAG inh: inhibitors of triacylglycerol accumulation; inhibition, % at 12.5 µM; 230,000 compounds, 0.66% hits; H9c2 cells, Nile Red lipid (TAG) fluorescence; cells loaded with 200 µM oleic acid;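 active = pattern-corrected inhibition of lipid staining of at least 50% with the nuclear-stain viability signal not falling by more than 50%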;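 note: 0% = DMSO wells and 100% = triacsin C control wells; some results filed as inactive read as strong as hits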
H9c2 TAG inh DAPI viability: recorded beside H9c2 TAG inh, whose call it bears; DAPI nuclei signal change (viability), lower = more cytotoxic, %;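 whole-well DAPI fluorescence read on a plate reader as a viability signal; minus 50 percent equals half of cells still viable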
An asterisk follows results filed as active. The list is partial, so the mix of outcomes need not match the whole.

Order of results – H9c2 TAG inh, H9c2 TAG inh DAPI viability
COc1ccccc1NS(=O)(=O)c1ccc(O)c(NC(=S)NCC2CCCO2)c1 (stereo not given)
 : -12, 6
COc1ccccc1-c1c(C)nn2c(NCCN3CCCC3)cc(C)nc12
 : 0, 9
Cn1c(=O)c2c(nc(C(O)c3ccccc3)n2C)n(C)c1=O (stereo not given)
 : 14, -6
O=S(=O)(NCCn1ccc2ccccc21)c1ccccc1
 : -1, -14
Cc1ccccc1SCC(=O)NNC(=O)c1ccccc1O
 : -4, -11
COc1cccc(/C=c2\s/c(=C\C(=O)C(C)(C)C)[nH]c2=O)c1
 : 1, -4
NC(=O)/C(=C\c1ccc([N+](=O)[O-])o1)c1ccco1
 : -12, -7
Cc1ccc2cc(CN(Cc3ccco3)C(=S)NCC3CCCO3)c(=O)[nH]c2c1 (stereo not given)
 : -15, 9
COC(=O)c1c(C)[nH]c(C(=O)C(C)OC(=O)C2CC(=O)N(CCc3ccccc3)C2)c1C (stereo not given)
 : 3, -3
COc1ccc(NC(=O)C2CCN(c3nnnn3-c3ccccc3)CC2)cc1
 : 12, -6
N#CCC(=O)Nc1ccc(C(=O)OCC(=O)N=c2sccn2Cc2ccccc2Cl)cc1
 : 6, 0
O=S(=O)(Nc1nc2ccccc2nc1Cl)c1ccc(F)cc1
 : -11, 11
COc1ccc(OC)c(N(C)S(=O)(=O)c2cc3c(cc2C)NC(=O)CO3)c1
 : -1, 6
CCCCNC(=O)Cn1nc([N+](=O)[O-])c([N+](=O)[O-])c1C
 : 15, -1
CC(C)(CN1CCc2ccccc2C1)NS(=O)(=O)c1ccc(Cl)cc1
 : 4, 0
CC(C)=C1C2CCC1C1C(=O)N(NC(=O)COc3ccc(C(C)(C)C)cc3)C(=O)C21 (stereo not given)
 : 38, -8
COc1ccc(CCNC(=O)COC(=O)C23CC4CC(CC(Br)(C4)C2)C3)cc1
 : -5, 6
O=C(Cn1c2[n+](c3ccc(C(F)(F)F)cc31)CCCCC2)Nc1ccc(Br)cc1
 : -6, -1
O=C(CN1CCN(Cc2ccc(Cl)cc2)CC1)N/N=C/c1cccc(F)c1
 : -8, 6
COc1ncnc2c1ncn2CCCN1CCN(Cc2cccc3ccccc23)CC1
 : -23, 6
CCN1CCN(c2oc(COc3ccc(Cl)cc3)nc2C#N)CC1
 : -27, 4
c1ccc(-n2cccc2)c(N2CCCCC2)c1
 : 7, -7
O=C(NCCS(=O)(=O)N1CCN(c2ccccc2)CC1)C1CCCC1
 : -4, -2
N/C(=N\OC(=O)c1cccc(Cl)c1)c1cccnc1
 : 11, -7
O=C(COC(=O)C1CC2CCCC(C1)C2=O)NC(=O)c1ccccc1 (stereo not given)
 : 2, -3
O=C1C2CCCN2C(c2cccc(Br)c2)N1c1ccc(F)cc1 (stereo not given)
 : 17, -6
Cn1cnc([N+](=O)[O-])c1C(=O)Nc1cccc([N+](=O)[O-])c1
 : -1, -6
CC1(C(=O)NS(=O)(=O)c2ccc(C#N)cc2)CCN1C(=O)c1cccc2ccccc12 (stereo not given)
 : 0, 6
O=C(COc1ccccc1Cl)NNC(=O)c1ccc(-n2cncn2)c([N+](=O)[O-])c1
 : 10, -11
C=CCn1c(SCC(=O)NNC(=O)Nc2ccc(C)cc2)nnc1-c1ccccc1
 : -4, -6
CS(=O)(=O)c1ccc2nc(NC(=O)CCNC(=O)c3ccccc3Cl)sc2c1
 : 1, 4
CC(=O)Nn1cnc2c(c1=O)C1(CCCC1)Cc1ccccc1-2
 : 15, -19
CCOC(=O)c1c(N)sc2c1CCSC2
 : -13, 10
COc1ccc(/C=N/NC(=O)Nc2nonc2N)cc1
 : -4, 3
Fc1ccc(/C=N/N2CCN(Cc3ccccc3)CC2)cc1
 : -2, -9
COc1cc(CN2C[C@@H](CO)O[C@@H](n3cnc4c(NCCCO)ncnc43)C2)cc(OC)c1OC
 : 5, -8
COc1ccc(NC(=O)CSc2nnc3n2CCCCC3)cc1S(=O)(=O)N1CCOCC1
 : -12, 5
Nc1ccc2c(c1)C(=O)c1cc(N)c(Cl)cc1-2
 : -4, -3
C=CCN1C(=O)c2ccc(C(=O)N(C)CC(=O)Nc3c(C)cccc3C)cc2C1=O
 : -6, 2
Cn1c(=O)c(=O)n(C)c2cc(S(=O)(=O)N3CCN(Cc4ccccc4)CC3)ccc21
 : 6, 4

Reformatted in CSV form: 16 of the compounds above.
structure,H9c2 TAG inh,H9c2 TAG inh DAPI viability
O=C(COC(=O)C1CC2CCCC(C1)C2=O)NC(=O)c1ccccc1 (stereo not given),2,-3
O=C1C2CCCN2C(c2cccc(Br)c2)N1c1ccc(F)cc1 (stereo not given),17,-6
Cn1cnc([N+](=O)[O-])c1C(=O)Nc1cccc([N+](=O)[O-])c1,-1,-6
CC1(C(=O)NS(=O)(=O)c2ccc(C#N)cc2)CCN1C(=O)c1cccc2ccccc12 (stereo not given),0,6
O=C(COc1ccccc1Cl)NNC(=O)c1ccc(-n2cncn2)c([N+](=O)[O-])c1,10,-11
C=CCn1c(SCC(=O)NNC(=O)Nc2ccc(C)cc2)nnc1-c1ccccc1,-4,-6
CS(=O)(=O)c1ccc2nc(NC(=O)CCNC(=O)c3ccccc3Cl)sc2c1,1,4
CC(=O)Nn1cnc2c(c1=O)C1(CCCC1)Cc1ccccc1-2,15,-19
CCOC(=O)c1c(N)sc2c1CCSC2,-13,10
COc1ccc(/C=N/NC(=O)Nc2nonc2N)cc1,-4,3
Fc1ccc(/C=N/N2CCN(Cc3ccccc3)CC2)cc1,-2,-9
COc1cc(CN2C[C@@H](CO)O[C@@H](n3cnc4c(NCCCO)ncnc43)C2)cc(OC)c1OC,5,-8
COc1ccc(NC(=O)CSc2nnc3n2CCCCC3)cc1S(=O)(=O)N1CCOCC1,-12,5
Nc1ccc2c(c1)C(=O)c1cc(N)c(Cl)cc1-2,-4,-3
C=CCN1C(=O)c2ccc(C(=O)N(C)CC(=O)Nc3c(C)cccc3C)cc2C1=O,-6,2
Cn1c(=O)c(=O)n(C)c2cc(S(=O)(=O)N3CCN(Cc4ccccc4)CC3)ccc21,6,4

(listing goes on)
Order of results – H9c2 TAG inh, H9c2 TAG inh DAPI viability
CN(CC(=O)Nc1ccc(F)c(F)c1F)C(=O)c1ccc2c(c1)OCCO2
 : 8, -2
C=CCN1CCCC1CNC(=O)c1cc2[nH]nnc2cc1OC (stereo not given)
 : -18, 7
CC1(C(=O)Nc2cccc3cccnc23)CCN1Cc1ccc(-c2ccccc2)o1 (stereo not given)
 : -14, 19
CCN(CC)S(=O)(=O)c1ccc(C(=O)Nc2nnc(CSC)o2)cc1
 : -4, 14
Cc1ccc(SCC(=O)OC(C)C(=O)NCc2ccccc2)cc1 (stereo not given)
 : 0, 3
O=C1CN(C(=O)CNC(=O)c2cccc(Cl)c2)c2ccccc2N1
 : -7, -1
C[C@H](NC(=O)c1nc[nH]c1C(=O)N[C@@H](CCCCN)C(=O)OC(C)(C)C)C(=O)OC(C)(C)C
 : 6, 15
CCOc1ccc(OCc2ccc(C(=O)N/N=C(\C)c3ccccn3)cc2)cc1
 : 27, -19
CCCCC(=O)Nc1ccc(S(=O)(=O)Nc2nccc(C)n2)cc1
 : 13, -6
Cc1cccnc1C(c1ccc(F)cc1)N(C)C(=O)C1CCN(CCCOc2ccc(F)cc2)CC1 (stereo not given)
 : 7, 6
CCCCNC(=O)CN(Cc1ccco1)S(=O)(=O)c1ccc(C(C)=O)cc1
 : -1, 1
CCCOc1ccc(/C=N/NC(=O)c2ccc(Cn3cc([N+](=O)[O-])cn3)o2)cc1
 : 5, 0
N#Cc1nc(COc2ccc(Br)cc2)oc1N1CCN(Cc2ccccc2)CC1
 : -37, -12
Cc1ccc(S(=O)(=O)N2CCCC2=O)c(C)c1N(C)S(C)(=O)=O
 : -7, 11
Cc1ccc(NC(=O)CSCC(=O)N=c2sccn2C)cc1
 : 11, -11
COC(=O)c1[nH]c2cccc(OC)c2c1NC(=O)CN1CC(C)OC(C)C1 (stereo not given)
 : -10, 5
NS(=O)(=O)c1ccc(NC(=O)CSc2nc3ccccc3nc2N2CCOCC2)cc1
 : 7, -2
COC(=O)c1ccc(NC(=S)NC2CCc3ccccc32)cc1 (stereo not given)
 : -3, -2
Fc1ccccc1Nc1nc(Cl)nc(Cl)n1
 : -12, 14
CCS(=O)(=O)c1ccc2c(c1)N(S(C)(=O)=O)CC(C(=O)NC1CC1)O2 (stereo not given)
 : -1, 0
CN(C)C(=O)CCc1ccc2c3c([nH]c2c1)[C@]1(C)[C@@H](C(=O)N2CCOCC2)C[C@H](CC(=O)NCCN2CCOCC2)C(=O)N1CC3
 : 9, -6
COc1ccc2c(c1OC)C(=O)N1N=C(c3ccc(-c4ccccc4)cc3)CC21 (stereo not given)
 : 0, -9
COc1ccc(N2CCN(C(=O)C3CCN(S(=O)(=O)N4CCOCC4)CC3)CC2)cc1
 : -11, -8
O=C(NCc1ccccc1)C(c1ccc(F)cc1)N(Cc1ccc2c(c1)OCO2)C(=O)Cn1nnc(-c2cccs2)n1 (stereo not given)
 : -1, -6
CC(C)NCC(=O)NC12CC3CC(CC(C3)C1)C2
 : 8, -3
CC(Oc1ccccc1Cl)C(=O)Nc1ccccc1C(=O)N1CCOCC1 (stereo not given)
 : -4, 5
CCOC(=O)C1CCN(S(=O)(=O)c2cccc(-c3csc(C)n3)c2)CC1
 : -17, 7
Cc1[nH]c(=O)c(C#N)cc1-c1ccccc1
 : 1, 5
NC(=O)COC(=O)c1c2c(nc3ccccc13)CCCCC2
 : -6, 28
Cc1cccc(OCCCn2c(CO)nc3ccccc32)c1
 : -8, 14
CC(C)=C1SC(N2CCN(c3ccc(C)cc3)CC2)=NC1=O
 : -1, 1
CC(C)OCC1CC(CC(=O)Nc2ccc([N+](=O)[O-])cc2)C(=O)O1 (stereo not given)
 : -1, 4
COc1ccc(CC(=O)N(Cc2ccccc2)c2ccc(C)cc2)cc1OC
 : 11, -4
CC(=O)Nc1ccc(CNc2nc3cc(-c4cccc(C(F)(F)F)c4)sc3c(=O)n2C)cc1
 : -2, 14
CC1=C/C(=N\S(=O)(=O)c2ccccc2)C(C(C)C)=CC1=O
 : -12, -5
CC1CCCC(C)N1C(=O)/C=C/c1ccc(S(=O)(=O)N2CCOCC2)cc1 (stereo not given)
 : -9, 4
O=C(Nc1ccc2nc(-c3ccc4nc[nH]c4c3)[nH]c2c1)c1cccs1
 : 17, 3
Cc1cccc(C)c1NC(=O)c1ccc(N2CCCC2=O)cc1
 : -8, -7
O=C(NCc1nc2ccccc2[nH]1)c1cccc(S(=O)(=O)N2CCCC2)c1
 : -4, 7
CCOc1ccc2[nH]c(=O)c(CN(CC3COCCO3)C(=O)C3CC3)cc2c1 (stereo not given)
 : -1, 10
O=C(NCCc1cccs1)Nc1nnc([C@H]2C[C@H](O)[C@@H](CO)O2)s1
 : 3, 7
CC(CCc1ccccc1)NC(=O)CCC1CCCC1 (stereo not given)
 : 6, -5
CCn1c2ccccc2c2cc(/C(C)=N/O)ccc21
 : 0, 6
CCc1nc2ccc(C(=O)N(C)CC(=O)Nc3ccccc3C(F)(F)F)cc2nc1CC
 : -5, 0
CC(=O)C1(C)N(O)C(C)(C)C(c2cccs2)=[N+]1[O-] (stereo not given)
 : 9, -8
COc1ccc2c(c1)/C(=N/OC(=O)c1cccs1)CCC2
 : 4, 0
O=C(Nc1ccccc1C(=O)NCc1ccco1)c1ccccc1
 : 4, 1
COc1ccc2c(c1)CCc1c-2n[nH]c1C(=O)O
 : -1, -1
CCOC(=O)N1CCN(C(=O)C2CCCN(c3ncnc4c3sc3cccc(F)c34)C2)CC1 (stereo not given)
 : -8, -13
Cn1cccc1Cc1nnc(SCC(=O)N2CCOCC2)n1-c1ccc(F)cc1
 : 7, -11
CCOC(=O)c1sc2nc(-c3cccnc3)ccc2c1N
 : 14, 5
Cc1nc(-c2ccccc2)sc1C(N)=O
 : -26, 7
O=C(COC(=O)COc1ccc(Cl)cc1)NCCCc1ccccc1
 : -26, 1
O=C(NC(=S)N1CCc2ccccc21)c1ccco1
 : -16, 13
CCCN1CCN(C(=O)CCS(=O)(=O)c2cc3c(cc2Cl)NC(=O)CO3)CC1
 : -6, -9
Cc1ccc(OCCNc2ccc(S(=O)(=O)N3CCCC3)cn2)cc1
 : -8, -1
COC(=O)CN(c1ccc(OC)c(OC)c1)S(C)(=O)=O
 : -9, -3
CCCOc1ccc(N2C(=O)CC(N3CCN(CCN=CC4=C(O)CC(C)(C)CC4=O)CC3)C2=O)cc1 (stereo not given)
 : 6, 4
O=C(Cc1ccc(Cl)cc1)NC1CCCCCC1
 : -12, 5
O=C(N/N=C/c1cccc(C(F)(F)F)c1)c1ccccc1O
 : -11, 5

(cont.)
Order of results – H9c2 TAG inh, H9c2 TAG inh DAPI viability
COc1cc(Cl)c([C@@H]2C[C@H]3CN(c4ccccc4)C(=O)[C@]34CCCN24)cc1OC
 : -6, 5
CCOC(=O)c1ccc(NC(=O)COc2ccccc2OC)cc1
 : 0, -5
CC(=O)c1ccc(N2CCN(c3ccc(C(N)=O)cc3[N+](=O)[O-])CC2)cc1
 : 7, 1
CC(C)NC(=O)c1ccccc1S(=O)(=O)c1ccccc1C#N
 : 1, 6
CCCCOC(=O)NC1CCc2cc(OC)c(OC)c(OC)c2-c2ccc(SC)c(=O)cc21 (stereo not given)
 : 39, -26
CCOC(=O)C1(Cc2ccc(OC)cc2)CCN(C(=O)CCc2cnccn2)CC1
 : -3, -1

Screening data from PubChem BioAssay.
